USP2a inh = USP2a (human) protease inhibition; USP2a enzymatic assay, qHTS inhibition; 60,000 compounds, 0.1% hits; Potency, µM (top dose mostly 38.3 µM), without a hit: at the highest dose activity change, negative = inhibition, most hits filed as inhibitors;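 further: potency means the concentration at half of the fitted maximal effect; nearly all actives have a fitted effect of over 60% in size; plate controls were DMSO for no effect and NEM full inhibition control for full effect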
Target sequence (O75604 whole entry, looked up): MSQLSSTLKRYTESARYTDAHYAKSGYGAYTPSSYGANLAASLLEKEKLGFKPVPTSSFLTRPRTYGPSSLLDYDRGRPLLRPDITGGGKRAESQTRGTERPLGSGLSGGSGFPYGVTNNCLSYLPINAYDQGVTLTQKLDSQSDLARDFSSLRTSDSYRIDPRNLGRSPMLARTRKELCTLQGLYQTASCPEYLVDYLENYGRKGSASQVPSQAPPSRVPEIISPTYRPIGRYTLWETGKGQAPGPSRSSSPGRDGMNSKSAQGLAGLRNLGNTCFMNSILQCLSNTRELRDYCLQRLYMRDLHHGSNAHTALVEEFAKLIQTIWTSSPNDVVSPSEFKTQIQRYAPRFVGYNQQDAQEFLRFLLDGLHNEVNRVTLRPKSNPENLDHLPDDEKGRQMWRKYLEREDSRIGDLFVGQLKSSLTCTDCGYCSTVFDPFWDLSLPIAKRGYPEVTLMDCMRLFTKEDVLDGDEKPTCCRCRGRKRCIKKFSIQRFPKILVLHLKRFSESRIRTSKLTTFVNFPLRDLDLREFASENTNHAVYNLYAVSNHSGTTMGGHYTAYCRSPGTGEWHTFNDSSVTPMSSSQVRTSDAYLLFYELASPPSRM
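USP2 core (20nM final) preincubated 30 min RT with compound, then Ub-PLA2 20nM and NBD C6-HPC 20uM final added; buffer 20mM Tris-HCl pH 8.0, 2mM CaCl2. Fluorescence Ex 460/Em 535 read at 0 and 2.5 h; normalized to NEM.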
HEK293 cAMP cs = counter-screen for TSHR agonists: cAMP increase in parental HEK293 | Potency, µM (series often up to 57.1 µM), inactives show top-dose activation, most hits filed as activators | parental HEK293 CNG cAMP sensor, membrane potential fluorescence | AID 938 | 73,000 compounds, 2.5% hits; further: potency means the concentration at half of the fitted maximal effect; % of control where 0% means no effect; nearly all actives have a fitted effect of over 55% in size
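Parental HEK 293 cells stably expressing a modified CNG channel (no TSHR) report cAMP rise as membrane depolarization. Membrane potential dye with 100 uM RO 20-1724 was loaded for 60 min at room temperature, then compound added for 30 min; fluorescence read at 590 nm.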
Rhodamine fluor = compound autofluorescence in rhodamine spectral region; Rhodamine-region fluorescence, 547/598 nm, Tris buffer; active compounds read high; max dye-equivalent concentration, M; 59,000 compounds, 0.05% hits; AID 594; in the data active means max dye-equivalent concentration above about 11 nM; inconclusive means between about 1.1 nM and that limit
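Intensities are converted to rhodamine-equivalent concentration using a six-point rhodamine standard on each plate. Compounds sit 15 min at room temperature in 100 mM Tris buffer, pH 8.0; read uses the 547/598 nm excitation/emission pair.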
Fluorescein autfl = compound autofluorescence in fluorescein spectral region; max fluorescein-equivalent concentration, M; AID 593; Compound autofluorescence, 480/540 nm, fluorescein-equivalent; active compounds read high; 59,000 compounds, 0.91% hits; in the data active means max fluorescein-equivalent concentration above about 10 nM; inconclusive means between about 1.1 nM and that limit
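First, buffer (100 mM Tris, pH 8.0) dispensed; second, compounds and fluorescein standards pinned in; third, 15 min room-temperature incubation; finally, imaging at ex 480 nm/em 540 nm. Fluorescence normalized against the six-point fluorescein curve.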
Texas Red fluor = compound fluoresces in the Texas Red spectral region; max dye-equivalent concentration, M; Compound fluorescence, Texas Red channel, 547/618 nm; active compounds read high; 59,000 compounds, 0.06% hits; in the data active means max dye-equivalent concentration above about 10 nM; inconclusive means between about 1.1 nM and that limit
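Texas Red-region profiling: compounds in 100 mM Tris pH 8.0 were read at 547/618 nm after 15 min at room temperature. Intensities were normalized against a six-point Texas Red standard series to give dye-equivalent concentration.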
BRCT PPI red = inhibitors of human BRCA1 BRCT-phosphoprotein interaction (red fluorophore). AID 892. Potency, µM (titrated, usually from 76.9 µM), inactives show top-dose activity change, negative = inhibition, hits mostly inhibitors. BRCT-phosphopeptide binding, red fluorescence polarization. 75,000 compounds, 0.03% hits; further: on the % scale 0 is the no-effect control and ±100 the full control effect
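Fluorescence polarization: 100 nM His-tagged BRCA1 BRCT with 100 nM TAMRA-labelled phospho-BACH1 decapeptide, phosphate buffer pH 7.3 with 150 mM NaCl, DTT, 0.01% Tween 20; 12 min RT. Binding inhibition seen as FP decrease.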
4-MU autofl = compounds fluorescent in 4-MU spectral region | compound autofluorescence, 340/450 nm, 4-MU equivalents; active compounds read high | max dye-equivalent concentration, M | 59,000 compounds, 11% hits; in the data active means max dye-equivalent concentration above about 10 nM; inconclusive means mostly about 1.1 nM to 9.6 nM
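Compounds in 100 mM Tris, pH 8.0, incubated 15 min at room temperature, then fluorescence read at 340 nm excitation/450 nm emission. Signal converted to 4-MU dye-equivalent concentration using an on-plate six-point 4-MU standard curve.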
A350 fluor = A350 region autofluorescence. max dye-equivalent concentration, M. AID 590. 59,000 compounds, 11% hits. Compound autofluorescence, 340/450 nm, Alexa 350 dye-equivalents; active compounds read high; in the data active means max dye-equivalent concentration above about 10 nM; inconclusive means mostly about 1.1 nM to 9.6 nM
Casp1 inh = caspase-1 (human) inhibition, allosteric or competitive. P29466. Caspase-1 enzyme, Ac-WEHD-AFC fluorogenic rate. Potency, µM (doses to about 57.5 µM), for inactives: top-dose activity change, negative = inhibition, most hits filed as inhibitors. 75,000 compounds, 0.03% hits;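 further: potency means the concentration at half of the fitted maximal effect; plate controls were vehicle for no effect and no substrate for full effect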
Caspase-7 inhib = blocks human caspase-7 allosterically or competitively; P55210; recombinant caspase-7, Ac-DEVD-AFC fluorescence rate; Potency, µM (doses to about 57.5 µM), for inactives: at the highest dose activity change, negative = inhibition, actives largely listed as inhibitors; 75,000 compounds, 0.02% hits; active means well fitted inhibition curve with a large enough effect in the main read-out, with a control signal flat, not every such curve was filed as active; inconclusive means small, poorly fitted or top-dose-only effect, or a change in a side signal; further: potency means the concentration at half of the fitted maximal effect; % of control where 0% means no effect
Target sequence (P55210 24-198 limits assumed): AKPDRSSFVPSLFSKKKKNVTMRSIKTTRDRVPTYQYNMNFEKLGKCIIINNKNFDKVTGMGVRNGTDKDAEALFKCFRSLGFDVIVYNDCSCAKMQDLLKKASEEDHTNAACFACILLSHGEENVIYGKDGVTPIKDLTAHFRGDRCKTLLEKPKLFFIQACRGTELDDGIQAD
Target sequence (P55210 207-303 limits assumed): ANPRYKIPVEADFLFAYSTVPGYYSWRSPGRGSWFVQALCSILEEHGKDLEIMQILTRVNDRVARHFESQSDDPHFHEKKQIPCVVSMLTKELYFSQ
BRCT inh green = BRCA1 BRCT-phosphoprotein interaction inhibition. 75,000 compounds, 0.05% hits. BRCA1 BRCT-phosphopeptide binding, green fluorescence polarization. Potency, µM (top dose mostly 76.9 µM), inactives show top-dose activity change, negative = inhibition, usual class: inhibitors. P38398. AID 875;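 further: potency means the concentration at half of the fitted maximal effect; plate controls were peptide without protein for full effect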
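Compounds were incubated for 12 min at room temperature with a complex of 100 nM fluorescein-tagged pBACH1 decapeptide and 250 nM His-tagged BRCT protein. Buffer was phosphate pH 7.3 with EDTA, DTT and Tween 20. Disruption of binding lowers the polarization signal.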
An asterisk follows results filed as active; i = inactive; ? = inconclusive; · = not tested or not shown; [ ] = dose if it differs, or a comment. Unless noted, the call rests on the fitted dose curve; in most records, active means well fitted curve in the direction sought with a large enough effect; inconclusive means small, poorly fitted or top-dose-only effect, or another doubt; inactive means no such curve, though single readings can be large; an effect the other way counts as inactive or inconclusive. A portion of the library; rates above refer to the full screens.

SMILES	USP2a inh	HEK293 cAMP cs	Rhodamine fluor	Fluorescein autfl	Texas Red fluor	BRCT PPI red	4-MU autofl	A350 fluor	Casp1 inh	Caspase-7 inhib	BRCT inh green
CCC1(CC)Cc2ccccc2-c2nc(CN3CCOCC3)[nH]c(=O)c21	-3%	-3%	i	?	i	0.9%	i	i	-1%	-3%	-0.6%
CC(C)Nc1nc(N(c2ccccc2)c2ccccc2)nc(-n2ccnc2)n1	22%	27%	i	i	i	0.3%	i	i	0%	0%	-1.2%
c1ccc2sc(SCN(C3CCCCC3)C3CCCCC3)nc2c1	·	-3%[11.4 µM]	i	i	i	-0.4%[15.4 µM]	i	i	0%[11.5 µM]	-1%[11.5 µM]	-0.5%[15.4 µM]
Cn1cccc1C1(C(F)(F)F)NCCNC1=O (stereo unspecified)	4%	8%	i	?	i	0.8%	i	i	2%	1%	-0.3%
Cc1noc(C)c1-c1ccc2ncnc(NC3CC3)c2c1	-9%	5%	i	i	i	-1.5%	i	i	1%	-2%	3.1%
CC1(C)CC2CC(C)(CN2CC(=O)C(C#N)c2ccccc2)C1 (stereo unspecified)	1%	5%	i	?	i	-0.1%	i	?	-5%	-2%	1.1%
Cc1ccc(Cl)cc1N1CCN(C(=O)CCS(=O)(=O)c2cccc3nonc23)CC1	33%[activator]	-33%[inhibitor]	i	i	i	-1.7%	i	i	-3%	-1%	-3.4%
Cc1nnc(SCCn2c(N3CCN(C)CC3)nc3c2c(=O)[nH]c(=O)n3C)s1	-2%	9%	i	?	?	0.3%	?	?	-2%	-1%	-1.5%
Cc1ccc(C)c(CSc2nnc(-c3cccnc3)o2)c1	22%	26%	i	i	i	-0.2%	i	i	1%	0%	0.0%
Cc1ccc(CN2CC34C=CC(O3)C(C(=O)NCc3ccc5c(c3)OCO5)C4C2=O)cc1 (stereo unspecified)	11%	5%	i	?	i	1.3%	i	i	0%	2%	-1.5%
O=C(CCC1(C(=O)O)CCC(=O)NC1)NCc1ccccc1 (stereo unspecified)	-8%	1%	i	?	i	-0.8%	i	i	0%	8%	-2.4%
O=C(CNC(=O)Cn1ccc2ccccc2c1=O)NCCCN1CCCCCC1	1%	5%	i	i	i	-3.5%	i	i	-2%	-1%	-1.3%
O=c1cc(-c2ccccc2)[nH]n1-c1nc2ccccc2s1	20%	6%	i	i	i	1.3%	i	i	-2%	-1%	-2.2%
O=C(c1ccccc1-c1nc(-c2ccc(F)cc2)no1)N1CCCC1	13%	25%	i	i	i	-0.4%	i	i	1%	1%	1.0%
c1ccc(C(Cc2nc(-c3ccccn3)no2)c2ccccc2)cc1	2%	?	·	·	·	1.5%	·	·	-2%	-1%	-0.6%
O=C(COC(=O)CCOc1ccccc1)NCc1ccco1	16%	-4%	i	?	i	-1.2%	i	i	1%	-15%	-0.2%
O=C(/C=N/O)NCCCN1CCCCCC1	-3%[7.66 µM]	2%[11.4 µM]	·	·	·	0.1%	·	·	-1%	1%	-0.6%
COc1cc(OC)cc(C(=O)NCC(=O)OC2CCOC2=O)c1 (stereo unspecified)	-1%	-2%	i	?	i	0.9%	i	i	-2%	0%	-2.6%
CCOC(=O)c1c(CN2CCN(C)CC2)n(C)c2cc(Br)c(OC)cc12	·	·	i	i	i	·	i	i	·	·	·
O=C(NCCCn1ccnc1)c1noc2c1CCc1ccccc1-2	11%	22%	i	?	?	0.8%	i	i	-2%	-1%	-1.3%
O=C(O)CCSc1ncnc2nc[nH]c12	·	5%[11.4 µM]	i	i	i	-0.7%[15.4 µM]	i	i	-2%[11.5 µM]	-1%[11.5 µM]	-1.0%[15.4 µM]
CCOC(=O)CSc1nnc(CSc2nc(N)c3c(C)c(C)sc3n2)n1-c1ccccc1	41%[activator][7.66 µM]	?	·	·	·	-0.1%	·	·	-4%	-6%	3.8%
CCOC(=O)N(C)OC(=O)Nc1ccc(Cl)c(Cl)c1	-8%	1%	·	·	·	0.8%	·	·	-4%	-1%	-0.2%
CCN(CC)S(=O)(=O)c1ccc2oc(C(=O)NCC3COc4ccccc4O3)c(C)c2c1 (stereo unspecified)	41%[activator]	?	i	i	i	0.1%	i	i	-3%	-1%	-0.3%
CO[C@]1(NC(=O)C(C(=O)O)c2ccc(O)cc2)C(=O)N2C(C(=O)O)=C(CSc3nnnn3C)COC21 (stereo partly specified)	-4%	·	·	·	·	-1.7%	·	·	0%	1%	-1.2%[3.08 µM]
CCCCN(C)CCCNC(=O)CC1Oc2ccccc2NC1=O (stereo unspecified)	·	2%	·	·	·	-1.1%	·	·	-1%	-2%	0.1%
CCOc1ccc(N(CC(=O)NC2CCCC2)S(=O)(=O)c2c(C)[nH]c(=O)[nH]c2=O)cc1	·	-2%	·	·	·	0.8%	·	·	-1%	-1%	-1.2%
N#C/C(C(N)=O)=c1/ccc2c(c1)N1C3=C(CCCC3)CC3CCCCC31N=2 (stereo unspecified)	13%	-106%[inhibitor]	i	i	i	-0.8%	1.5e-08M*	2.6e-08M*	-11%	-10%	-1.3%
COC(=O)c1ccc(CSc2nncn2C)cc1	-4%	4%	i	?	i	-4.2%	i	i	2%	-1%	-1.4%
Cc1ccc(N(CC(=O)NC2CCCCCC2)S(=O)(=O)c2c(C)nn(C)c2C)cc1	44%[activator]	22%	i	i	i	1.7%	i	i	2%	0%	-1.4%
CC1CCCN(Cc2nc3c(c(=O)n(C)c(=O)n3C)n2CC(=O)c2ccccc2)C1 (stereo unspecified)	·	14%	·	·	·	1.6%	·	·	1%	-3%	-5.6%
COc1cc2c(C#N)c(N3CCc4ccccc4C3)nc(N)c2c(N)n1	18%	7%	i	?	i	-2.3%	1.9e-08M*	2.4e-08M*	-18%	-13%	1.5%
COc1ccc(N2CCN(C3CC(=O)NC3=O)CC2)cc1 (stereo unspecified)	·	·	i	i	i	·	i	i	·	·	·
Cc1noc(C)c1-c1cncnc1NCc1ccccc1	30%	6%	i	?	i	-0.8%	i	i	0%	0%	0.2%
Cc1c(NC(=O)COC(=O)c2cc3c4ccccc4n(C)c3s2)c(=O)n(-c2ccccc2)n1C	28%	18%	i	i	?	-0.5%	5.7e-08M*	5.6e-08M*	9%	0%	-0.7%
O=C(NCc1cccs1)C1CCCN(c2nc3ccccc3o2)C1 (stereo unspecified)	8%	4%	i	i	i	-0.8%	i	?	-2%	1%	-1.4%
CCCN1CCN(C(=O)Cn2cccc2C(=O)c2ccccc2)CC1	2%	8%	i	i	i	-0.9%	i	i	1%	-1%	0.4%
O=C1C(Cl)=C(N2CCCCC2)C(=O)N1c1ccccc1	-5%	21%	·	·	·	0.7%	·	·	-6%	-11%	0.4%
Cc1noc(C)c1COC(=O)c1ccccc1NC(=O)Cc1ccccc1	-2%	?	i	?	i	0.0%	i	i	-1%	-1%	0.5%
CC(=O)[C@H]1[C@H]2[C@H](C(=O)[C@@H]3OC[C@H]2O3)[C@@H]2c3ccccc3C=CN12	·	11%	i	?	i	·	?	?	·	·	·
O=C(Nc1cccc(F)c1)N1CC[C@@]2(CCCN(C(=O)c3ccco3)C2)C1	7%	?	i	i	i	0.1%	i	i	0%	0%	0.9%
COc1ccccc1Nc1nc2ccccc2n1C	·	5%	·	·	·	-1.5%	·	·	-3%	-3%	-0.8%
CCCn1c(C)nc2c(NCCCCN(C)C)nc(C)nc21	·	3%	·	·	·	0.6%	·	·	0%	-3%	-2.9%
CC(Sc1nncn1C)C(=O)Nc1nnc(C(C)C)s1 (stereo unspecified)	·	22%	·	·	·	-1.4%	·	·	3%	2%	5.8%
CCc1ccccc1NS(=O)(=O)c1ccc2[nH]cc(C(=O)NCC3CCCO3)c(=O)c2c1 (stereo unspecified)	33%[activator]	-6%	i	i	i	0.3%	?	?	0%	0%	2.1%
COc1ccccc1CNC(=O)COC(=O)c1ccc(NC(N)=O)cc1	22%	4%	i	i	?	0.3%	i	i	4%	0%	2.2%
CCOC(=O)c1[nH]c(C)c(C(=O)NCc2ccc(Cl)cc2)c1C	22%	8%	i	i	i	1.5%	i	i	0%	-3%	-0.1%
CC1(C)Cc2nc3sc4c(=O)n(CC(=O)NCc5ccco5)cnc4c3cc2CO1	3%	3%	i	i	i	0.8%	i	i	-1%	0%	-3.6%
Cc1ccnc(NC(=O)CCC2COc3ccccc3O2)c1 (stereo unspecified)	-3%	22%	i	i	i	0.4%	i	i	2%	-2%	-2.7%
CCCCCC1CC(CC(=O)O)C(=O)O1 (stereo unspecified)	-5%	3%	i	i	i	0.6%	i	i	1%	-1%	0.4%
CCOC(=O)c1ccc(N=C2NC(=O)CS2)cc1	4%	-1%	i	i	i	0.0%	i	i	?	-3%	0.6%
O=C(OCCN1CCOCC1)c1cccnc1	-2%	14%	i	i	i	-2.4%	i	i	-1%	0%	-1.1%

Arranged by value in BRCT inh green (highest first): some entries from above
Compound	BRCT inh green
CCOC(=O)c1ccc(N=C2NC(=O)CS2)cc1	0.6%
O=C(OCCN1CCOCC1)c1cccnc1	-1.1%
Cc1ccnc(NC(=O)CCC2COc3ccccc3O2)c1 (stereo unspecified)	-2.7%

High-throughput results: PubChem, National Center for Advancing Translational Sciences (NCATS)
